Compound activity as filed in PubChem.
Lmaj promast – reduces viability of Leishmania major promastigotes; AID 1063; resazurin fluorescence viability; 200,000 compounds, 9% hits; inhibition, % at 10 µM; in the data active = inhibition above about 50%;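 also: promastigotes grown with compound for 44 hours at 28 °C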
RAM network inh – yeast RAM network inhibition; inhibition, % at 50 µM; 190,000 compounds, 1.8% hits; S. cerevisiae dse1pr::URA3 reporter, 5-FOA growth OD615, 2 d; analog-sensitive cbk1-as2 kinase mutant strain;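 active = inhibition above a set limit, 3 SD over mean compound inhibition, cut at about 8.4% in these data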;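 also: 0% = DMSO-only wells with no growth and 100% = 10 µM 1-NA-PP1 full growth; inhibition rescues growth on 5-FOA so higher OD means more RAM inhibition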
Hsp70 activator – transcriptional activators of Hsp70 | HeLa Hsp70 promoter luciferase reporter, luminescence; scaled: vehicle 0, proteasome-inhibitor control 100% | AID 1203 | activation, % at 10 µM | 200,000 compounds, 0.04% hits;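 active = activation above the mean across all tested compounds plus 3 SD, cutoff set per campaign, cut at about 5.5% in these data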;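 also: 100% = MG132 at 30 µM as the positive control and 0% = DMSO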
S1P3 antagonist – antagonists of human S1P3 receptor | Q99500 | CHO S1P3 NFAT-BLA reporter, FRET fluorescence, antagonist mode | inhibition, % at 4.98 µM | 170,000 compounds, 0.27% hits | AID 485;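 active = inhibition above the plate cutoff, the mean inhibition of test wells on that plate plus 3 SD, cut at about 28% in these data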;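 also: cells challenged with S1P at its EC80 of 0.8 µM; blue over green emission ratio from cleaved BLA substrate after 4 h stimulation; 0% = S1P-stimulated wells and 100% = unstimulated DMSO-only wells; some compounds past the cut are filed as inactive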
Target sequence (Q99500 whole entry, looked up): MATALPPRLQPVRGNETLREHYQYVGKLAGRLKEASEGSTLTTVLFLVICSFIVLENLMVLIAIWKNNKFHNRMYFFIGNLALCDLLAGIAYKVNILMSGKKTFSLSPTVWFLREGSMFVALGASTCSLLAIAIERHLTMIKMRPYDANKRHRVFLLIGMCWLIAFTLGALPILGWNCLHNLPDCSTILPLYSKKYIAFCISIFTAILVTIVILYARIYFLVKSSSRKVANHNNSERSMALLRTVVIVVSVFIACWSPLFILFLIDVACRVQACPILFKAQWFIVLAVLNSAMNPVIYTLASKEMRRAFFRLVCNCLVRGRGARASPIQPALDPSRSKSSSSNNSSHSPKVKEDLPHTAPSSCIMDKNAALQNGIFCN
TNAP inh no acc – inhibitors of human TNAP without phosphate acceptor; inhibition, % at 20 µM; purified TNAP, CDP-star luminescence, 30 min; 200,000 compounds, 0.26% hits; AID 1012; P05186;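 active = tissue-nonspecific alkaline phosphatase inhibition above about 50% at 20 µM in the single-dose screen, limit read from the data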;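 also: 0% = DMSO negative control and 100% = EDTA positive control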
Efa HMGR inh – inhibitors of class II HMG-CoA reductase from Enterococcus faecalis; purified E. faecalis HMGR, NADPH absorbance 340 nm kinetic; inhibition, % at 10 µM; 190,000 compounds, 0.41% hits; AID 1066;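 active = inhibition above a set limit, the median over all tested compounds plus 3 SD, cut at about 9.5% in these data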;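 also: enzyme runs in reverse so mevalonate oxidation gives rising NADPH absorbance; 0% = complete reaction with DMSO and 100% = background rate lacking mevalonate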
DTT redox prof – compounds producing H2O2 with reducing agent – biochemical, NIH compound library profiling, artefact control for MLSCN library redox annotation, primary screen. DTT-dependent redox cycling H2O2, phenol red/HRP absorbance; 100% = 100 µM peroxide control, 0% = buffer. 200,000 compounds, 0.03% hits. activation, % at 10 µM;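 active = activation of at least 50% relative to the plate's high and low controls in the primary single-dose screen; inactive = activation below 50%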;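 also: compound incubated with DTT at 0.8 mM final as the reducing agent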
PMI act hi M6P – increases human PMI activity with near-saturating mannose 6-phosphate. P34949. coupled PMI enzyme assay, resazurin fluorescence, 20 min; active compounds read high; 1 = untreated enzyme, 0 = substrate-free blank. activation factor at 20 µM. 190,000 compounds, 0.34% hits. AID 1216;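 active = activation factor of 2 or more at 20 µM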
Target sequence (P34949 whole entry, looked up): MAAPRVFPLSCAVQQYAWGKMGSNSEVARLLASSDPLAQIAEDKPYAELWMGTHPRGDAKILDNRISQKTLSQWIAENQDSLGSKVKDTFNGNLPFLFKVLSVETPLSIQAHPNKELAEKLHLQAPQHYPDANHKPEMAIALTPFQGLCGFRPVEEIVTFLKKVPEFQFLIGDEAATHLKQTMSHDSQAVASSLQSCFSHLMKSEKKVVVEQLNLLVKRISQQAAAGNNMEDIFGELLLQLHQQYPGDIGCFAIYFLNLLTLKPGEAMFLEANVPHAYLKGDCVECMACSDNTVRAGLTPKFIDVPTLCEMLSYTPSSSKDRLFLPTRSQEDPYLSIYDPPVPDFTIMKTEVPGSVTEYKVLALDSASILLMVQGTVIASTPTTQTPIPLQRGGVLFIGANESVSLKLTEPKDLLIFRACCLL
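Test system: human phosphomannose isomerase with PGI, G6PDH, diaphorase coupling enzymes / Doses: 20 µM compound, 1% DMSO / Times: enzyme reaction with compound 20 min at room temperature / Measured by: Diaphorase-driven resazurin-to-resorufin fluorescence, excitation 544, emission 590 nm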
TNAP inh hi DEA – TNAP (human) inhibition, high acceptor; P05186; purified TNAP, CDP-star luminescence, 1 M DEA; inhibition, % at 20 µM; 200,000 compounds, 0.03% hits; AID 1135;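 active = over 50% inhibition of tissue-nonspecific alkaline phosphatase at 20 µM in the single-dose screen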;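 also: plate controls were DMSO wells for no effect and EDTA-quenched wells as full inhibition for full effect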
PMI act – activators of human phosphomannose isomerase | purified human PMI, coupled resazurin fluorescence, 20 min; active compounds read high; 1 = vehicle control, 0 substrate-free wells | activation factor at 20 µM | AID 1214 | 190,000 compounds, 0.005% hits | P34949;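 active = activation factor of 2 or more at 20 µM, relative to plate controls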
The depositor's hits bear a star; nt = no result given.

Screens in order: Lmaj promast, RAM network inh, Hsp70 activator, S1P3 antagonist, TNAP inh no acc, Efa HMGR inh, DTT redox prof, PMI act hi M6P, TNAP inh hi DEA, PMI act
CC(=O)Nc1ccc(S(=O)(=O)Nc2nc3ccccc3s2)cc1
  -7.2, 1.6, 0.0, nt, -7.3, -4.5, -0.1, 0.9, 0.4, 0.9
CCOC(=O)C1=C(Nc2ccccc2)CC(C)(O)C(C(=O)OCC)C1c1ccc(Br)cc1 (stereo unspecified)
  92.4*, 3.0, -0.3, -1.6, -8.2, -5.2, 0.2, 1, -1.4, 0.9
O=C(NCC(c1ccco1)N1CCCC1)c1ccc(Cl)cc1 (stereo unspecified)
  2.9, -0.8, -0.2, nt, -13.6, -5.1, -1.7, 0.9, -9.6, 0.9
CCC12CN3CC(CC)(CN(C1)C3c1ccc(OC(C)C)cc1)C2=O (stereo unspecified)
  -2.6, -1.3, 0.3, 9.3, 0.0, -0.9, 0.5, 0.9, -2.9, 1
Cn1c(=O)c2c(ncn2CC(=O)N2CCOCC2)n(C)c1=O
  1.9, -0.4, 0.0, 8.1, -17.2, -0.7, -0.1, 1.1, -4.8, 1
CCC1CCCCN1C(=S)NC(=O)c1cccs1 (stereo unspecified)
  -6.9, -0.2, 0.0, 11.4, -1.0, 4.0, -2.2, 1, 0.2, 1
C=CCn1c(SCCN2CCCCC2)nc2c1c(=O)[nH]c(=O)n2C
  -3.0, 0.6, 0.0, -31.2, 0.6, -11.7, -1.3, 0.9, 1.5, 0.9
CCC(=O)NC(C)C(c1cccs1)N1CCN(Cc2ccccc2)CC1 (stereo unspecified)
  -10.3, 0.2, -0.5, nt, -10.0, -3.9, -1.1, 0.9, 3.0, 0.9
CCN(c1ccccc1)S(=O)(=O)c1ccc(Cl)c(NC(=O)CSc2nncn2C)c1
  0.7, -1.7, -0.5, -12.9, -17.3, -8.7, 0.3, 1, 2.0, 1
CCOC(=O)c1[nH]c2ccc(C)cc2c1N=C(C)N(C)C
  -0.8, -0.2, -0.2, 3.2, -7.4, -11.6, 2.9, 0.9, -3.4, 0.8
Cc1onc(-c2ccccc2)c1C(=O)NNC(=S)NC(=O)c1ccc(Br)cc1
  -6.9, 3.7, -0.1, -11.7, -16.3, -8.4, 0.0, 1.1, 1.8, 1
O=C1c2ccccc2C(=O)N1Cc1cccnc1
  -9.4, 2.1, -0.3, -21.0, -5.7, -6.6, 0.4, nt, -4.1, nt
CCOC(=O)Nc1nn(-c2ccc(C)cc2)c(=O)c(C#N)c1C
  1.2, 2.6, -0.1, -9.1, -7.7, -5.5, -0.7, 0.8, -5.9, 0.9
COc1ccc(COCC(O)CN2CC(C)OC(C)C2)cc1OC (stereo unspecified)
  7.7, 1.9, -0.5, nt, -9.3, -2.6, 0.2, 1, -3.3, 1
CCOC(=O)c1sc(C)c2c1NC(C)(c1cccc3ccccc13)NC2=O (stereo unspecified)
  97.3*, 3.5, -0.3, nt, -11.9, -1.8, 0.5, 0.9, 2.7, 0.9
CCOc1ccccc1-n1c(CN2CCN(C(=O)c3ccco3)CC2)nc2ccccc2c1=O
  34.2, 1.1, -0.3, -3.2, -6.6, 1.1, 0.6, 1.1, 0.5, 1
CC1(C)CC2CC(C)(CN2C(=S)Nc2ccccc2F)C1 (stereo unspecified)
  6.5, 2.8, 0.3, -2.5, -6.7, 2.8, 0.1, 1, -0.2, 1
COc1ccc(C(=O)Nc2ccccc2NC(=O)c2ccco2)cc1OC
  -7.0, 1.8, -0.4, nt, -12.2, -1.7, 0.1, 1.1, -4.3, 1
O=[N+]([O-])c1ccc(-c2ccc(S(=O)(=O)NCCN3CCCC3)cc2)cc1
  80.2*, 2.9, -0.1, 0.1, 0.7, -0.2, -1.3, 0.9, -6.2, 0.9
COc1ccc(Br)cc1C(=O)O
  -5.7, -0.8, 0.2, -15.0, -13.0, -1.1, -3.0, 0.9, -5.4, 1
COc1ccc(C(NC(=O)C2CCCCC2)c2c(O)ccc3ccccc23)cc1 (stereo unspecified)
  99.8*, 4.8, -0.1, 8.7, 7.4, -8.1, -0.7, 0.8, -4.7, 0.8
Cc1ccccc1NC(=S)NC(=O)CCc1ccccc1
  99.8*, 1.0, -0.2, nt, -9.4, 0.2, -5.0, 1, -5.5, 0.9
Cc1c(Br)cc(C(=O)N2CCN(CCO)CC2)c(C)c1C
  -7.5, 2.4, -0.1, -5.0, -6.4, -0.1, 1.4, 0.9, -7.4, 0.8
COCC(=O)N1CCC(Oc2ccc(C(=O)NCCc3ccncc3)cc2)CC1
  -11.6, 0.8, -0.3, 5.7, -1.7, -2.5, -0.8, 0.9, -0.1, 1
COC(=O)CC1C(=O)NCCN1C(=O)c1ccccc1 (stereo unspecified)
  -8.9, -0.3, -0.1, -36.1, -12.8, -5.1, 2.9, 1, -4.9, 0.9
CCOC(=O)CCCNC(=O)COC(=O)c1cc(Br)c(Br)s1
  -6.5, 2.3, 0.0, -13.5, -1.3, 6.5, -2.2, 0.9, -2.1, 1.1
CCN(Cc1ccccc1)c1ccc(/C=C(\C#N)c2ccccn2)cc1
  1.2, 17.0*, -0.2, 1.1, 8.8, -8.3, 3.1, 1.3, 13.2, 1.1
CCOC(=O)c1cccc(NC(=O)/C(=C\c2ccccc2)NC(=O)c2ccccc2Cl)c1
  3.3, 3.9, 0.0, nt, -8.2, 4.5, 1.0, 1, -0.9, 1
CC(OC(=O)/C=C/c1ccco1)C(=O)Nc1cccc([N+](=O)[O-])c1 (stereo unspecified)
  2.7, 9.0*, -0.5, -4.7, -3.9, -3.8, 0.0, 1.1, 1.3, 1
CCc1n[nH]c(=S)n1/N=C/c1ccccc1OCc1ccc(Cl)cc1
  -5.5, 4.7, -0.3, 1.2, -3.6, -7.1, -0.1, 0.9, 3.8, 1
CCCCN(C)C(=O)c1cc2cc3cc(OC)ccc3nc2o1
  -1.0, 0.3, -0.1, 8.9, -10.1, -0.5, -0.4, 0.8, -3.3, 1
O=C1CC(C(=O)O)c2ccccc2N1 (stereo unspecified)
  -3.3, 1.4, -0.3, nt, -9.3, -1.2, -1.1, 1, -2.6, 1
CCOC(=O)C1C(=O)C=C(c2cccs2)CC1c1ccccc1C (stereo unspecified)
  2.4, 1.5, -0.4, -0.1, -5.6, -4.9, 0.5, 1, -3.1, 1
COc1cc(/C=C(/C#N)c2ccc(F)cc2)ccc1OCc1ccc(C(=O)O)o1
  -5.9, 4.5, -0.1, -11.4, -9.9, -1.4, 1.6, 1, -3.4, 0.9
COc1ccccc1OCC(=O)N1CCN(c2ccccc2OC)CC1
  nt, 2.5, nt, -15.6, 2.7, -2.0, nt, 0.9, 1.3, 0.9
Cc1ccc(C(=O)NC(O)C(Cl)Cl)cc1 (stereo unspecified)
  -3.4, 1.1, -0.2, 0.9, -8.4, 0.0, 1.1, 1.1, -3.3, 1.1
CCOC(=O)c1c(C)nc2c(c1C)c(=O)oc1ccccc12
  -1.9, 18.6*, -0.2, nt, -9.6, 0.7, 0.3, 0.9, -1.7, 1
O=C(CN1CCCCCC1)Nc1ccc(Oc2ccccc2)cc1
  62.2*, 3.4, -0.2, 1.3, 7.2, 4.6, 1.1, 1.1, 3.8, 1.3
CC[N+]1(C)CC2CCC(C)(C1)C2(C)C (stereo unspecified)
  0.0, -0.4, -0.2, -4.3, -7.3, -2.5, -0.3, 1.2, 1.4, 1.2
O=C(c1ccc2c(c1)OCO2)C1CCCN(Cc2ccc3nsnc3c2)C1 (stereo unspecified)
  91.8*, 0.1, -0.3, 6.9, -1.8, 10.7*, -0.1, 0.9, -2.9, 0.9
CCOC(=O)c1[nH]c2ccc(OCC)cc2c1NC(=O)CN1CCN(c2ccccc2)CC1
  2.5, 2.1, -0.3, 10.6, -1.7, 0.5, 0.7, 0.8, 1.0, 0.8
O=C(CCCn1c(=O)[nH]c2cc(Cl)ccc2c1=O)NCCCN1CCN(c2ccc(F)cc2)CC1
  44.5, -0.6, 0.1, -11.6, -1.9, 1.6, -0.4, 1, -6.2, 1
C#CCn1c(C)cc(C)c(S(=O)(=O)c2ccccc2)c1=O
  -3.0, 2.0, 0.1, 0.8, -12.3, 1.1, -0.3, 0.9, -6.4, 0.9
CCOC(=O)c1c(NC(=O)CCc2ccc(CC)o2)sc(C)c1C
  -1.0, 0.1, -0.2, nt, -17.2, -0.9, 1.4, 0.9, -8.2, 0.9
O=C(COc1nc2ccccc2nc1N1CCOCC1)Nc1cccc(S(=O)(=O)N2CCCCC2)c1
  2.1, 4.0, -0.4, 15.0, -9.2, -11.0, 0.0, 0.9, 3.4, 0.9
Cc1sc2ncnc(OCC(=O)NCC3CCCO3)c2c1C (stereo unspecified)
  -2.3, 0.1, -0.4, -17.9, -2.5, 2.3, 0.3, 0.9, -6.3, 0.9
CCOc1cc(NC(=S)NCC2CCCO2)c(OCC)cc1NC(=O)c1ccc(F)cc1 (stereo unspecified)
  19.4, 4.8, -0.3, -11.6, -1.0, 0.7, -0.2, 0.5, -0.1, 0.7
O=C(O)c1ccc(N2C(=O)c3ccc(C(=O)c4cccc([N+](=O)[O-])c4)cc3C2=O)cc1
  1.1, 1.3, -0.2, -7.0, -9.2, -2.9, -2.0, 1.1, -1.3, 1.3
CC1(C(=O)NC2CCCC2)CCC(=O)N1CCC1=CCCCC1 (stereo unspecified)
  -2.4, 4.0, -0.1, -25.4, 3.6, -3.7, 1.1, 1.1, -3.2, 1.1
CCCCOC(=O)c1ccc(NC(=O)CSCc2n[nH]c(=O)[nH]2)cc1
  -4.2, 1.4, -0.1, -8.2, -43.4, -1.7, 0.2, 0.9, -6.7, 0.9
O=C/C(=C\Nc1ccccn1)c1nc2ccccc2o1
  73.0*, -1.0, 0.0, nt, -59.7, 5.3, 1.7, 0.8, -6.1, 0.9
